Dynein transport: dynein cargo transport inhibition; z-score, hits read low; 3617.4 mouse cells, GR-EGFP nuclear translocation imaging; test concentration mostly 20 µM; stimulated with dexamethasone, 1 µM; stronger effect = lower value; 0.47% of 220,000 active;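 active = plate z-score of nuclear minus cytoplasmic receptor signal below a set negative limit, without overly bright fluorescence or cell loss, cut at about -3.5 in these data, passing the limit was not always enough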;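 also: z-score of nuclear minus cytoplasmic ring GR-EGFP intensity difference per well; some compounds called inactive have numbers as strong as hits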
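Buffer or medium – tet-free medium with charcoal-stripped serum · Signal – automated 10x imaging of fixed Hoechst-stained cells · Also added – dexamethasone agonist, 1.0 µM final, for 30 min · Incubation – induction 48 h, compound 1 h, agonist 30 min · Read-out – GR-EGFP nuclear translocation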
M1AAP inhibition: malaria alanyl aminopeptidase activity blockers – biochemical, fluorogenic H-Leu-NHMec substrate, 1536-well (AID 1445); recombinant M1AAP, H-Leu-NHMec fluorogenic kinetic assay; higher % means a stronger effect; one-dose inhibition, % at 30 µM; IC50 in µM for titrated hits; 0.42% of 220,000 active;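 active = primary inhibition above the hit cutoff, then over 50% inhibition at one or more dose response concentrations, cut at about 23% in these data, passing the limit was not always enough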;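 also: plate controls were DMSO full reaction for no effect and no enzyme background for full effect; strong numbers were not always called active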
bCat nuc transl: beta-catenin nuclear translocation modulation; HeLa beta-catenin nuclear translocation, immunofluorescence imaging; 0.3% of 190,000 active; nuclear translocation activity, % at 5 µM;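 active = nuclear translocation activity above 50% at 5 µM, with a well cell count of 50 or more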;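 also: per-cell ratio of nuclear to cytoplasmic median beta-catenin stain intensity; plate controls were DMSO negative control for no effect and GSK-3 inhibitor IX positive control for full effect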
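Test system: human HeLa cells, endogenous beta-catenin. Times: 24 h compound exposure, 37°C. Measured by: beta-catenin immunofluorescence imaging with DAPI.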
Yfh1-depleted yeast: mitochondrial function rescue without frataxin homolog – Friedreich's ataxia, plus single-dose screen, dose response (AID 1465). 0.074% of 220,000 active. fold induction at 50 µM; hits with a dose series show EC50 in µM. S. cerevisiae Yfh1-off respiration, WST-1 reduction, 72 h; higher fold induction means a stronger effect;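 active = fold induction of absorbance versus untreated yeast above a set limit, then at least 30% activation at any dose in follow-up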;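 also: activators that raise dye reduction in frataxin-depleted yeast; strong numbers were not always called active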
WT yeast gro inh: growth inhibition of WT yeast, mitochondrial fusion screen; mitochondrial fusion phenotypic screen, WT strain; inhibition, % at 10 µM; 2.1% of 190,000 active; in the data active = inhibition above about 58%; tested in S. cerevisiae
M17LAP inhibition: P. falciparum M17LAP inhibitors, primary screen, biochemical, fluorogenic H-Leu-NHMec substrate, 1536-well (AID 1619); recombinant M17LAP, H-Leu-NHMec fluorogenic kinetic assay; higher % means a stronger effect; inhibition, % at 30 µM, or IC50 in µM where a hit was titrated; 0.38% of 220,000 active;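 active = compound inhibiting the enzyme by more than half at any dose during confirmatory dose-response retesting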;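 also: plate controls were full reaction with DMSO carrier for no effect and no enzyme background for full effect; strong numbers were not always called active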
Autophagy HCS: autophagy modulation, high-content screen. AID 463193. 0.98% of 190,000 active. calls only at 10 µM (by protocol). MEF GFP-LC3 puncta imaging; test concentration mostly 10 µM;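 active = percentage of spot-positive cells more than 3 SD above its plate mean, without a fluorescence outlier flag or 80% toxicity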;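 also: spot-positive cell cutoff set from DMSO-treated cells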
MT stabilize HCS: microtubule stabilizers in HeLa cells. AID 2205. HeLa tubulin immunostaining HCS, 24 h; share of cells brighter than vehicle mean+2SD. % tubulin-high responders, % at 10 µM. 0.83% of 200,000 active;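 active = plate Z-score above 3 for both tubulin-high and condensed-nucleus cell shares, with cell loss under 80%, at 10 µM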;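 also: anti alpha tubulin signal scored within the nucleus-defined area of each cell; some results filed as inactive read as strong as hits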
T cell modulator: T cell immune modulators affecting CD8 T cell-vesicle binding; 2C CD8+ T cell-vesicle binding, flow cytometry; stronger effect = lower value; calls only at 7 µM; 0.068% of 330,000 active; AID 2052;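 active = response, share of CD8 T cells binding vesicles, and their 90th percentile fluorescence all below set limits, cut at about 80% in these data, passing the limit was not always enough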
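Assay system: 2C TCR transgenic mouse naive CD8+ T cells, MACS-purified | Read-out: CD8+ gate FL2 mean fluorescence as % of same-row positive control | Signal: High-throughput flow cytometry with anti-B7-1 and anti-CD8 staining | Timing: Binding step 1.5 h, 37 °C, antibody labelling 20 min, ice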
WT yeast gro inh mutant strain: recorded beside WT yeast gro inh, whose call it bears; inhibition, %; mitochondrial fusion phenotypic screen, mutant strain inhibition
Dynein transport cytoplasmic EGFP: also measured in Dynein transport; calls as there; z-score; measured here: cytoplasmic GR-EGFP intensity; stronger effect = higher value
Dynein transport nuclear GR-EGFP: also measured in Dynein transport; calls as there; z-score; measured here: nuclear GR-EGFP intensity;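 lower value marks the stronger effect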
Dynein transport cell count: also measured in Dynein transport; calls as there; z-score; measured here: cell count per field
bCat nuc transl cell count 5 µM: further read-out of bCat nuc transl, marked with its call; cell count; measured here: cell count, cytotoxicity flag
T cell modulator vesicle-bound %: also measured in T cell modulator; calls as there; double positive events, %; measured here: CD8+ vesicle-bound cell fraction;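 binding gate set so that unloaded-vesicle control wells show 10% double positive cells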
MT stabilize HCS Hoechst-high %: further read-out of MT stabilize HCS, marked with its call; % Hoechst-high responders; measured here: nuclear condensation Hoechst responders;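 share of cells brighter than vehicle mean plus two SD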
MT stabilize HCS cytotoxicity %: recorded beside MT stabilize HCS, whose call it bears; toxicity, %; measured here: cytotoxicity by cell density;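 0% = mean cell density of plate MIN control wells and 100% = no cells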
Autophagy HCS cell loss 18 h: also measured in Autophagy HCS; calls as there; toxicity, %; measured here: cell loss, nuclei count;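 cell loss after 18 h compound exposure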
Active calls of the source: *; i = inactive; . = no result given.

cpd	SMILES	Dynein transport	Dynein transport cytoplasmic EGFP	Dynein transport nuclear GR-EGFP	Dynein transport cell count	M1AAP inhibition	bCat nuc transl	bCat nuc transl cell count 5 µM	Yfh1-depleted yeast	WT yeast gro inh	WT yeast gro inh mutant strain	M17LAP inhibition	Autophagy HCS	Autophagy HCS cell loss 18 h	MT stabilize HCS	MT stabilize HCS Hoechst-high %	MT stabilize HCS cytotoxicity %	T cell modulator	T cell modulator vesicle-bound %
1	COc1cc(/C=C2/SC(=S)N(CC(=O)Nc3nc4ccccc4s3)C2=O)cc(OC)c1OC	-0.066	0.046	-0.39	-0.16	6%	-0.9	1369	i	-10	1	-4%	i	3	1.2	1.8	8.7	i	36
2	CC(=O)c1sc(Nc2ccc(C)cc2)nc1C	-0.45	-0.27	-0.12	0.57	4%	0.3	1188	i	9	9	5%	i	-31	1.4	1.3	2.6	i	7
3	C=CCNC(=S)NNC(=O)c1ccc(C)c(Cl)c1	-0.2	-0.29	0.21	-0.44	-12%	1.2	1222	i	-8	4	-1%	i	-7	2.5	2.2	0.4	i	24
4	COc1ccc(S(=O)(=O)N2CCOCC2)cc1NC(=O)c1ccc(-n2nc(C)cc2C)cc1	1.9	-0.66	0.86	-1.5	.	2.3	1371	i	.	.	.	.	.	.	.	.	i	23
5	CCOCCCNC(=O)c1c(C)[nH]c(C(=O)OCC)c1C	-0.7	-0.22	-0.13	0.51	-1%	-5.1	1155	.	22	-4	-5%	i	13	4.6	2.7	8.2	i	48
6	CC(CNC(=O)CC(C)(C)C)NC(=O)CC(C)(C)C (stereo unspecified)	-1.3	0.81	-0.45	-0.2	0%	-0.4	451	i	19	4	7%	i	0	1.9	1.7	6.6	i	27
7	COc1ccc(NC(=O)C2CCN(C(=O)Cc3ccccc3)CC2)cc1OC	0.073	-0.13	-0.3	1	1%	2.3	1070	i	-2	-14	4%	i	21	2.3	1.2	6.8	i	31
8	O=c1[nH]c2cccnc2n1-c1ccc([N+](=O)[O-])cc1	-0.11	-0.27	-0.093	0.68	11%	-0.2	1326	i	.	.	7%	.	.	.	.	.	i	32
9	COc1ccc(C(=O)N[C@H](C(=O)OCC(=O)NC(=O)c2cccn2C)C(C)C)cc1	-0.6	-0.28	-0.47	0.64	8%	-0.6	1090	i	-1	3	6%	i	-11	3.5	3.5	9.6	i	52
10	Cc1ccc(S(=O)(=O)NC(CC(=O)NCC2CCCO2)c2ccccc2)cc1 (stereo unspecified)	-0.56	-0.21	0.23	0.83	2%	-0.4	1473	i	-2	5	0%	i	0	4.0	3.4	3.3	i	26
11	CCc1ccc(NC(=S)NC(=O)c2c(-c3ccccc3Cl)noc2C)cc1	0.042	-0.2	0.42	0.19	6%	0.7	1285	i	.	.	7%	.	.	.	.	.	i	16
12	O=C(O)c1c[nH]ccc1=O	-0.62	-0.043	-0.25	0.92	0%	3.1	1455	i	-26	-18	-13%	i	7	1.7	4.6	9.1	i	15
13	Cc1cc(/C=N/NC(=O)COc2cccc3cccnc23)c(C)n1-c1ccc(O)cc1	0.39	-0.23	0.27	-0.25	-2%	-0.4	959	i	4	13	0%	i	10	1.9	2.1	7.1	i	22
14	CCNC(=O)Nc1cc2nc(C)n(Cc3ccc(Br)cc3)c2nc1C	0.44	-0.32	0.26	0.24	5%	-3.3	975	i	5	5	14%	i	21	5.7	4.9	5.8	i	47
15	O=S1(=O)c2ccccc2N=NN1Cc1cc(Cl)cc(Cl)c1	0.27	-0.028	-0.087	0.26	15%	0.4	1217	i	1	5	-20%	i	1	1.8	1.4	6.6	i	19
16	CCOC(=O)C1CCN(c2nc(C)nc3c2oc2ccccc23)CC1	.	.	.	.	4%	-2.8	1207	i	26	44	4%	.	.	.	.	.	i	58
17	O=C1c2ccccc2C(Nc2ccccc2)N1c1ccc(Cl)cn1 (stereo unspecified)	0.86	-0.27	0.79	0.4	8%	.	.	i	0	-20	11%	i	-2	1.5	4.2	8.1	.	.
18	CCNC(=O)N1C(CC(=O)OCC)C(=O)NC2CCCCC21 (stereo unspecified)	0.77	-0.28	0.28	0.45	-1%	.	.	i	-10	-5	-1%	i	0	2.9	2.1	6.4	i	35
19	COc1cccc(/C=N/Nc2ncnc3c2ncn3Cc2ccccc2)c1O	0.49	-0.22	0.27	0.47	-3%	0.7	690	i	6	3	10%	i	6	2.4	1.1	11	i	30
20	CCc1cccc2c(C(=O)CSc3nncn3-c3ccccc3OC)c[nH]c12	1.7	-0.21	1.2	-2	-7%	2.1	1077	i	-10	2	-8%	i	-6	2.8	3.8	6.0	i	6

Single entries from the list.
cpd 5 | Dynein transport cell count: 0.51
cpd 6 | M17LAP inhibition: 7%
cpd 4 | Dynein transport nuclear GR-EGFP: 0.86

The listing picks up; the two compounds before the break are reprinted first.
cpd	SMILES	Dynein transport	Dynein transport cytoplasmic EGFP	Dynein transport nuclear GR-EGFP	Dynein transport cell count	M1AAP inhibition	bCat nuc transl	bCat nuc transl cell count 5 µM	Yfh1-depleted yeast	WT yeast gro inh	WT yeast gro inh mutant strain	M17LAP inhibition	Autophagy HCS	Autophagy HCS cell loss 18 h	MT stabilize HCS	MT stabilize HCS Hoechst-high %	MT stabilize HCS cytotoxicity %	T cell modulator	T cell modulator vesicle-bound %
19	COc1cccc(/C=N/Nc2ncnc3c2ncn3Cc2ccccc2)c1O	0.49	-0.22	0.27	0.47	-3%	0.7	690	i	6	3	10%	i	6	2.4	1.1	11	i	30
20	CCc1cccc2c(C(=O)CSc3nncn3-c3ccccc3OC)c[nH]c12	1.7	-0.21	1.2	-2	-7%	2.1	1077	i	-10	2	-8%	i	-6	2.8	3.8	6.0	i	6
21	Cc1[nH]n(-c2ccccc2)c(=O)c1/C=C1/C=c2ccccc2=N1	-0.065	-0.35	-0.21	0.46	5%	-1.8	1110	i	-18	0	-2%	i	-1	7.2	1.2	10	.	.
22	COc1ccc(NC(=O)Cc2c(Cl)cccc2Cl)cn1	-0.43	-0.32	-0.12	0.25	4%	-0.5	1134	i	-11	-16	-9%	i	-8	1.9	2.4	1.3	i	15
23	COc1ccc(C2NC(=O)NC(C)=C2C(=O)OCc2ccc3c(c2)OCO3)cc1OC (stereo unspecified)	-0.057	-0.2	0.37	-1.3	7%	.	.	i	2	3	4%	i	-13	3.3	1.7	3.7	i	58
24	C=CCSC1=C(C#N)C(c2ccccc2OC)CC(=O)N1 (stereo unspecified)	-0.083	0.22	0.22	0.79	-2%	-2.6	967	i	0	25	-4%	i	16	8.5	1.0	3.0	i	46
25	CCOc1ccc(S(=O)(=O)NC2CC2)cc1C(N)=O	-0.44	0.31	-0.15	-0.91	-1%	0.0	1526	i	-9	4	-5%	i	9	3.6	1.9	4.0	i	54
26	COc1cccc(-n2ccnc2SCC(=O)NCc2ccccc2)c1	-0.65	-0.25	-0.19	0.44	1%	2.0	1308	i	-16	-1	2%	i	6	5.5	2.4	8.2	i	31
27	CCN(CC)CC(=O)N(CC(=O)Nc1c(C)cc(C)cc1C)C1CCCCC1	-0.33	0.25	0.72	0.051	3%	2.9	1098	i	-17	2	14%	i	24	6.3	2.1	4.1	i	21
28	COCCN(C(=O)CCC(=O)Nc1nccs1)C(C(=O)NC(C)(C)C)c1ccc(Cl)cc1 (stereo unspecified)	-0.45	-0.23	-0.066	0.39	2%	-1.5	1021	i	-2	14	13%	i	4	2.4	3.2	5.5	i	53
29	Cc1ccc(C(=O)N/C(=C\c2sccc2C)C(=O)NCc2ccncc2)cc1	0.83	-0.26	0.87	-0.59	5%	-1.7	1109	i	4	-4	12%	i	-12	4.4	2.3	5.3	i	46
30	OC(COc1ccc(Cl)cc1)CN1C2=NCCCN2c2ccccc21 (stereo unspecified)	-0.032	-0.21	-0.03	0.025	5%	-3.2	1170	i	-43	-4	13%	i	-20	1.3	2.1	6.1	i	4
31	Cc1ccc2[nH]c(SCC(=O)N3CCOCC3)nc2c1C	-0.86	0.011	-0.46	0.075	8%	-0.1	957	i	-6	3	-12%	i	7	1.3	1.3	9.1	i	33
32	COc1ccc(N(Cc2cc3ccc(C)cc3[nH]c2=O)C(=O)C2CCCO2)cc1 (stereo unspecified)	-0.48	-0.22	-0.29	0.57	8%	-0.8	1318	i	.	.	2%	.	.	.	.	.	i	12
33	COc1ccc(C(=O)C2CCCN(C(=O)c3cccnc3OC)C2)c(C)c1 (stereo unspecified)	-0.37	-0.28	0.011	0.23	-1%	0.4	1021	i	-14	-3	-4%	i	36	2.9	2.8	5.1	i	30
34	O=[N+]([O-])c1ccc(N2CCN(S(=O)(=O)c3ccccc3)CC2)cc1NCCN1CCOCC1	-0.84	-0.16	-0.5	-0.52	6%	3.1	931	i	3	10	0%	i	14	3.3	1.6	5.8	i	56

Results in T cell modulator vesicle-bound % and MT stabilize HCS Hoechst-high % (3 entries from above):
| entry | mol | T cell modulator vesicle-bound % | MT stabilize HCS Hoechst-high % |
| --- | --- | --- | --- |
| 30 | OC(COc1ccc(Cl)cc1)CN1C2=NCCCN2c2ccccc21 (stereo unspecified) | 4 | 2.1 |
| 31 | Cc1ccc2[nH]c(SCC(=O)N3CCOCC3)nc2c1C | 33 | 1.3 |
| 32 | COc1ccc(N(Cc2cc3ccc(C)cc3[nH]c2=O)C(=O)C2CCCO2)cc1 (stereo unspecified) | 12 | . |
